CHT inh – inhibitors of human choline transporter CHT | B-score at 10 µM | 310,000 tested, 0.86% active | High affinity choline transporter 1 (Homo sapiens), Q9GZV3 | CHT-expressing cells, membrane potential dye, choline response; active compounds read low;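 active = B-score over 3 SD under the library average, and starting fluorescence ratio not unusually high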;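 note: choline stimulus applied at its EC90 after an EC20 pre-addition; B-score computed on integrated fluorescence ratio after choline addition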
Kir21 inh – inhibitors of mouse Kir2.1 inward-rectifier potassium channel. HEK293-Kir2.1, FluxOR thallium flux fluorescence; active compounds read low. Inward rectifier potassium channel 2 (Mus musculus), P35561. 310,000 tested, 0.85% active. AID 1672, 2009. B-score at 10 µM;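 active = fluorescence ratio B-score at or below minus 3 SD of library scores, with starting-brightness B-score within 2 SD, cut at about -4.2 in these data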;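 note: channel flux triggered by added potassium and thallium sulfate stimulus; B-score of peak minus minimum fluorescence over baseline after thallium stimulus; more negative B-score means stronger Kir2.1 block with less thallium influx; some compounds called inactive have numbers as strong as hits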
KCNQ2 block – KCNQ2 potassium channel inhibitors, primary screen, cell-based, CHO-K1, FluxOR thallium flux, B-score (AID 2156). B-score at 10 µM. 310,000 tested, 1.1% active. Potassium voltage-gated channel subfamily KQT member 2 (Rattus norvegicus), O88943. 20 min; active compounds read low;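 active = fluorescence ratio B-score at most minus 3 library SDs, with starting brightness B-score within 2 library SDs, cut at about -5.5 in these data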
Target sequence (O88943 whole entry, looked up): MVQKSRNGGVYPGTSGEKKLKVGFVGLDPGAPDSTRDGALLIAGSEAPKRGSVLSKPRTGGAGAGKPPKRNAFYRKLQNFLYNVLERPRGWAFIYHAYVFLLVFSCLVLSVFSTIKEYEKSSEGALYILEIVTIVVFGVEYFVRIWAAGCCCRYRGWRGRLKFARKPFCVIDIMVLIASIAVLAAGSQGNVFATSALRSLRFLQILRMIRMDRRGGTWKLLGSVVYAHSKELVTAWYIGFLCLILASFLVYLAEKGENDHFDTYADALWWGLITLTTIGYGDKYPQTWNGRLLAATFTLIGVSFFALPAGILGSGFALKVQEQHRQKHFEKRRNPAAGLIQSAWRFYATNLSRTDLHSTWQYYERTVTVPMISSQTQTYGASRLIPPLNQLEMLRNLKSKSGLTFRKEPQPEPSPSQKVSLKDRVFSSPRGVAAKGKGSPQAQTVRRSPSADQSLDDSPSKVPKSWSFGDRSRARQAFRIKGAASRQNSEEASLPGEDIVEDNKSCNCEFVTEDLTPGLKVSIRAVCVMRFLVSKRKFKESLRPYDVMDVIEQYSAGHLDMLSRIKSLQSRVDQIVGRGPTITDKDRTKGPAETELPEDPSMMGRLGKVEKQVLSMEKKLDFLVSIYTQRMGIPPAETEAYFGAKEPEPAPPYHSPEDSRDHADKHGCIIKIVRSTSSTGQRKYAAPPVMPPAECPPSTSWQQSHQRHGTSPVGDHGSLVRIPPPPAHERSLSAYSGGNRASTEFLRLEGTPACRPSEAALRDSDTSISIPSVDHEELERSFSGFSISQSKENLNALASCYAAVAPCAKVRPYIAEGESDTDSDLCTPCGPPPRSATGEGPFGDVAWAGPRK
The depositor's hits bear a star; i = inactive; nt = not tested or not shown.

Preview, 2 compounds:
SMILES	CHT inh	Kir21 inh	KCNQ2 block
Cc1cc(N2C(=O)C(O)=C(C(=O)c3cccs3)C2c2cccc(Br)c2)no1 (stereo not given)	i	-1.6	i
COc1ccc(N2CC(O)(c3ccc(OC(F)F)cc3)[N+]3=C2CCCC3)cc1 (stereo not given)	i	0	i

The list itself, from the first entry:
SMILES	CHT inh	Kir21 inh	KCNQ2 block
Cc1cc(N2C(=O)C(O)=C(C(=O)c3cccs3)C2c2cccc(Br)c2)no1 (stereo not given)	i	-1.6	i
COc1ccc(N2CC(O)(c3ccc(OC(F)F)cc3)[N+]3=C2CCCC3)cc1 (stereo not given)	i	0	i
CCc1ccccc1NC(=S)NC1CC2CCC(C1)N2Cc1ccco1 (stereo not given)	i	-2	i
CCCCN1CC(=O)N2[C@H](c3ccc(Cl)cc3)[C@@H]3C(=O)N(CC)C(=O)[C@@H]3[C@]2(C)C1=O	i	-0.68	i
CCOC(=O)N1CCN(c2c(NCC3CCN(Cc4cccc(C)c4)CC3)c(=O)c2=O)CC1	i	-1.6	i
COC(=O)C1CN(C(=O)COc2ccc(C)c(C)c2)c2ccccc2O1 (stereo not given)	i	-0.43	i
Cc1ccc(O)c(C2=Nc3ccccc3C2(C)C)c1	i	-0.15	i
CCc1ccc2[nH]c(=O)c(C3C(C#N)=C(N)Oc4c3ccc3cccnc43)cc2c1 (stereo not given)	i	0.18	i
CC1CN(c2nc3ccccc3nc2C(C#N)C(=O)NC2CCCCC2)CC(C)O1 (stereo not given)	i	-0.2	i
CC(C)OCCCN(C)C1CCN(S(=O)(=O)c2csc(C(N)=O)c2)CC1	i	0.13	i
Cc1cc(N2CCOCC2)ncc1[N+](=O)[O-]	i	0.14	i
CCCNc1c(NS(=O)(=O)c2ccc(Cl)s2)c(=O)oc2ccccc12	i	-1.5	i
COc1ccc(/C=N/NC(=O)c2ccccc2O)cc1Cn1cc(Cl)cn1	i	0.05	i
CCS(=O)CC(=O)Nc1c(-c2ccccc2)oc2ccccc2c1=O (stereo not given)	i	-0.08	i
CCOC(=O)C(NC(=O)CC)(Nc1sc2c(c1C(=O)OC)CCN(C)C2)C(F)(F)F (stereo not given)	i	-1.4	i
Cc1cc(NC(=O)CSCc2ccccc2)no1	i	0.35	i
O=C(NCC1CCCN1S(=O)(=O)c1cccs1)c1ccc([N+](=O)[O-])cc1 (stereo not given)	i	0.91	i
CN(C)Cc1c(C(=O)N/N=C/c2cccs2)nnn1-c1nonc1N	i	0.21	i
CC(C)CC1c2[nH]c3ccccc3c2CCN1CCCn1cccn1 (stereo not given)	i	-0.26	i
Fc1ccc(Nc2nc(-c3cccnc3)cs2)cc1	i	0.05	i
COCCN(CC(=O)NC1CCCCC1)C(=O)CSc1nc2ccccc2o1	i	-0.17	i
CCS(=O)(=O)c1ccc(C(=O)Nc2cccc(Cl)c2)c(Cl)c1Cl	i	0.22	i
Cc1ccc(C(=O)N[C@H](C(=O)Nc2cc(Cl)cc(Cl)c2)C(C)C)cc1	i	0.16	i
CCOc1ccc(C(O)Cn2c(=N)n(CCN3CCCCC3)c3ccccc32)cc1 (stereo not given)	i	-3.3	i
Cc1ccc(C2=Nn3c(COc4ccc(Cl)cc4)nnc3SC2CC(=O)O)cc1 (stereo not given)	i	2.2	i
COc1cc(C(=O)Nc2nc3ccc(S(C)(=O)=O)cc3s2)cc(OC)c1C	i	1.8	i
N/C(=N\OC(=O)c1cc([N+](=O)[O-])ccc1Cl)c1ccccn1	i	0.24	i
COc1ccc(CCNC(=O)CN(c2cccc([N+](=O)[O-])c2)S(C)(=O)=O)cc1OC	i	-0.69	i
COc1ccc(N2CCN(S(=O)(=O)c3c(C)nc4sccn4c3=O)CC2)cc1	i	0.79	i
O=C(COc1ccc(/C=N/NS(=O)(=O)c2ccccc2)cc1)Nc1ccccc1	i	0.29	i
COc1ccc(C2C(C#N)=C(C)NC(C)=C2C#N)c(OC)c1	i	1.7	i
O=C(COc1ccc(C(=O)NCc2cccnc2)cc1)Nc1cccc(C(F)(F)F)c1	i	0.2	i
COc1ccc(-n2nnnc2Sc2ccc(S(=O)(=O)N3CCOCC3)cn2)cc1	i	1.5	i
CCc1noc(N)c1C(=O)Nc1ccc(F)c(Cl)c1	i	0.02	i
COc1ccccc1N1CCN(C(=O)c2cc(-c3ccc(F)cc3)on2)CC1	i	-0.16	i
Cc1occc1C(=O)N1CCCC(N2CCN(c3cccc(Cl)c3)CC2)C1 (stereo not given)	i	1.3	i
Cc1ccc(-c2ccc(C(=O)NCCCNC(=O)c3cnccn3)o2)cc1Cl	i	-0.77	i
CC(Oc1ccc(Cl)cc1Cl)C(=O)Nc1ncccn1 (stereo not given)	i	0.05	i
Cc1ccccc1SCc1noc(C(=O)NC(C)C)c1C(=O)O	i	0.02	i
CCOc1ccccc1NC(=O)COc1coc(CN2CCc3ccccc32)cc1=O	i	2	i
COc1ccccc1C(=O)Nc1ccnn1C1CCN(C(=O)c2ccoc2)CC1	i	-0.52	i
CC1CCN(C(=O)C2CCCN(S(=O)(=O)c3ccc4c(c3)CC(C)N4C(=O)C3CC3)C2)CC1 (stereo not given)	i	-0.88	i
Cc1ccc(C)c(NS(=O)(=O)c2ccc(OCC(=O)NCC3CCCO3)cc2)c1 (stereo not given)	i	-1.2	i
O=C(CN1C(=O)c2cccnc2Oc2ccc(Cl)cc21)N1CCCCCC1	i	0.04	i
CCOC(=O)c1sc(NC(=O)c2ccc(Br)o2)cc1C	i	0.31	i
Cn1c(CC(=O)Nc2ccccc2F)nnc1SCC(=O)NC1=NCCS1	i	0.08	i
COc1ccccc1CNC(=O)c1ccc2ccccc2n1	i	0.72	i
COc1ccc(-c2csc(NC(=O)CSc3nc4ccccc4c(=O)[nH]3)n2)cc1	i	-0.31	i
O=C(Nc1ccc(O)c2c(=O)cc(-c3ccccc3Cl)oc12)c1cccs1	i	0	i
O=C(Cc1ccccc1)n1nc(-c2ccco2)nc1SCc1ccccc1	i	0.08	i
(cont.)
SMILES	CHT inh	Kir21 inh	KCNQ2 block
COc1cc(C2C(C(=O)c3ccc(C)o3)=C(O)C(=O)N2c2cc(C)on2)cc(OC)c1OC (stereo not given)	i	-1.3	i
CC1(C)C/C(=N\O)c2cc3c(nc2C1)CCCC3	i	-2.1	i
CCN(CCn1cccn1)Cc1c(C(=O)N2C[C@@H](C)O[C@@H](C)C2)nc2ccc(Cl)cn12	i	-0.57	i
O=C1CC(O)(c2ccccc2)C(c2ccccc2)=C1c1ccccc1 (stereo not given)	i	-1.7	i
CN(Cc1ccccc1)c1ncnc(N)c1[N+](=O)[O-]	i	-0.45	i
CC(C)CNC(=O)COC(=O)Cc1ccc(Cl)cc1	i	-0.96	i
COc1ccc(NS(=O)(=O)CC23CCC(CC2=O)C3(C)C)cc1 (stereo not given)	i	-1.2	i
CN1CCN(C(=O)NCC23CC4CC(CC(C4)C2)C3)CC1	i	-0.94	i
c1ccc(-n2nnnc2NCCCN2CCOCC2)cc1	i	1.3	i
COc1ccc(C(=O)NCc2ccc(C(=O)NCC(OC)OC)cc2)cc1OC	i	0.48	i
CCOc1cc(C)c(C(C)C)cc1S(=O)(=O)n1ccc(C)n1	i	0.04	i
CCCn1c(=O)c2ccccc2n2c(SCCNCCO)nnc12	i	-0.79	i
CC1(c2nnc(-c3cccc(Cl)c3)o2)CC(c2cccc(Cl)c2)=NO1 (stereo not given)	i	0.26	i
Cc1ccc(Nc2ccc(N)cc2S(=O)(=O)O)cc1	i	-0.88	i
Cc1cc(C)cc(NC(=O)Cc2ccc(NC3=NC4CS(=O)(=O)CC4S3)cc2)c1 (stereo not given)	i	-0.52	i
CNc1nc(SC)nc(N2CCOCC2)n1	i	3.2	i
CCOC(=O)c1c(NC(=O)CCCN2CCOCC2)sc2c1CC(C)(C)OC2	i	-0.26	i
COc1ccc(NC(=O)Cn2c(=O)n(CC3CCCO3)c(=O)c3cc(OC)c(OC)cc32)c(OC)c1 (stereo not given)	i	-1.3	i
Cc1cc(C(=O)Nc2cccnc2)no1	i	2.1	i
CC(C)C(=O)N(c1ccc(F)cc1)C1C=CS(=O)(=O)C1 (stereo not given)	i	0.43	i

Just Kir21 inh, for five of the compounds above:
| canonical_smiles | Kir21 inh |
| --- | --- |
| CCCn1c(=O)c2ccccc2n2c(SCCNCCO)nnc12 | -0.79 |
| CCOC(=O)c1c(NC(=O)CCCN2CCOCC2)sc2c1CC(C)(C)OC2 | -0.26 |
| CCOc1cc(C)c(C(C)C)cc1S(=O)(=O)n1ccc(C)n1 | 0.04 |
| COc1ccc(NC(=O)Cn2c(=O)n(CC3CCCO3)c(=O)c3cc(OC)c(OC)cc32)c(OC)c1 (stereo not given) | -1.3 |
| CC(C)C(=O)N(c1ccc(F)cc1)C1C=CS(=O)(=O)C1 (stereo not given) | 0.43 |

The list goes on:
SMILES	CHT inh	Kir21 inh	KCNQ2 block
COc1ccc(/C(O)=C2/C(=O)C(=O)N(c3ccccn3)C2c2ccc(C(C)C)cc2)cc1 (stereo not given)	nt	-0.09	i
COc1ccc(/C(C)=N/NC(=O)c2ccccc2N)cc1	i	-1.8	i
COC(=O)Nc1nnc(-c2ccco2)s1	i	0.56	i
Cc1ccc2[nH]c(=O)c(CN(Cc3ccc4c(c3)OCO4)Cc3nnnn3C3CCCC3)cc2c1	i	-1.3	i
CCS(=O)(=O)NCCCCc1ccccc1	i	-2.1	i
O=C(O)c1ccc(COc2ccccc2/C=C2\NC(=O)N(Cc3ccccc3)C2=O)cc1	i	-0.12	i
O=C(CCc1ccccc1)NNC(=O)Cc1ccccc1	i	0.02	i
COc1cc(NC(=O)CSc2nc3c(c(=O)[nH]2)CCCC3)cc(OC)c1OC	i	-1.3	i
Cc1ccccc1-c1ccc(CN2CCN(C)C(CCO)C2)cc1 (stereo not given)	i	-0.57	i
COc1cc(SC)ccc1C(=O)NCCOc1ccc(Cl)cc1	i	0.07	i
Cn1c(-c2ccccc2O)cc2ccccc21	-8.1*	-1.6	i
Cc1ccc(C(=O)N/C(=C\c2cn(C)c3ccccc23)C(=O)NCCCn2ccnc2)cc1	i	-1.2	i
COc1cc(CNc2ccc3[nH]c(=O)[nH]c3c2)ccc1OCc1c(F)cccc1Cl	i	0.2	i
CN(CC(=O)Nc1ccccc1Cl)C(=O)C1CCN(S(=O)(=O)c2ccc3c(c2)OCCO3)CC1	i	-0.42	i
Cc1ccc(/C=N/NC(=O)CN2C(=O)CSc3ccccc32)o1	i	-2.1	i
O=C(c1ccc2ccccc2c1)N1CCCCC1	i	-1.2	i
O=C(NCc1cccnc1)c1ccc(CS(=O)(=O)Cc2ccc(Cl)cc2)o1	i	0.59	i
c1ccc(-c2nnc(CSc3nnc(-c4cccs4)o3)o2)cc1	i	1.4	i
Cc1cccnc1NC(=O)COc1ccc2oc3c(c2c1)CCCC3	i	0.35	i
O=C(NC1CCS(=O)(=O)C1)Oc1ccc(Cl)cc1 (stereo not given)	i	-0.42	i

As entered above:
For Kir21 inh, COc1ccc(C2C(C#N)=C(C)NC(C)=C2C#N)c(OC)c1 is entered as 1.7
For Kir21 inh, CC(C)OCCCN(C)C1CCN(S(=O)(=O)c2csc(C(N)=O)c2)CC1 is entered as 0.13
For Kir21 inh, COC(=O)Nc1nnc(-c2ccco2)s1 is entered as 0.56

Going on with the list.
SMILES	CHT inh	Kir21 inh	KCNQ2 block
CCC(=O)N1CCCc2ccccc21	i	-0.03	i
CSc1ccc(S(=O)(=O)Nc2ccc(N3CCOCC3)c(Cl)c2)cc1	i	-1.6	i
Cc1noc(C)c1S(=O)(=O)N1CCCC1C(=O)NC(C)(C)C (stereo not given)	i	-0.62	i
Cc1cc(C(=O)Nn2c(C3CCCCC3)nc3ccccc3c2=O)ccc1[N+](=O)[O-]	i	-0.25	i
CCOc1ncccc1C(=O)Nc1ccc2c(C)cc(=O)oc2c1	i	0.08	i
O=C1Nc2ccccc2N(O)N1c1ccc(Cl)c(Cl)c1	i	-0.67	i
O=C(O)COCC(=O)NCc1csc2ccc(Cl)cc12	i	-0.11	i
COc1ccc(NC(=O)c2cc(S(=O)(=O)N(C)C)ccc2N2CCCC2)cc1Cl	i	0.56	i
O=C(COc1ccccc1[N+](=O)[O-])Nc1ccc(NC(=O)c2cc3ccccc3o2)cc1	i	1.8	i
Cc1cc(C(=O)COC(=O)c2ccc(O)cc2)c(C)n1CC1CCCO1 (stereo not given)	i	-1.4	i
O=C(O)COc1cccc2ccccc12	i	-0.24	i
Cc1ccc(Cn2ccc(NC(=O)c3nc4ncccn4n3)n2)cc1	i	2	i
O=C(N/N=C/c1c(O)ccc2ccccc12)Nc1ccccc1	i	0.71	i
Cc1nc2cc(NCc3ccccc3O)ccc2n1Cc1ccccc1	i	0.07	i
Cc1nn(-c2ccccc2)c(C)c1C1C(C#N)=C(N)Oc2n[nH]c(C)c21 (stereo not given)	i	-0.01	i
Cc1cc(C)c(C2C(C#N)=C(N)Oc3n[nH]c(C)c32)cc1CN1CCCC1 (stereo not given)	i	-1.1	i
CC(=O)Nc1ccc(SCC(=O)NCCc2ccc(F)cc2)cc1	i	0	i
Cc1c(O)ccc(/C=N/Nc2ncccc2[N+](=O)[O-])c1O	i	0.61	i
O=C(c1nc2ccc(Cl)cn2c1CNCCc1cnccn1)N1CCCCCCC1	i	-2.1	i
O=S(=O)(Nc1ncccn1)c1ccc(NC(=S)Nc2ccc(Cl)cc2)cc1	i	-0.34	i
CCOC(=O)CSc1c(-c2cccs2)[nH]c2ccccc12	i	-5	i
CCC(C(=O)OCC(=O)N1C(C)CCCC1C)c1ccccc1 (stereo not given)	i	-0.84	i

Source: PubChem BioAssay
